High-throughput results: PubChem, National Center for Advancing Translational Sciences (NCATS)
NIH3T3 tox: Cytotoxic Profiling in NIH 3T3 Cell Line of Diverse Libraries Using Quantitative High-Throughput Screening; NIH 3T3 viability, CellTiter-Glo ATP luminescence, 48-72 h; actives 4.3% (n = 94,000); Potency, µM (top dose mostly 96.7 µM), for the others: top-dose activity change, negative = cytotoxicity, hits mostly inhibitors; AID 1345082, 2018; also: potency is read from the fitted curve at half-maximal effect; nearly all actives have a fitted effect of over 55% in size
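Luminescent ATP readout (CellTiter-Glo, 10 min RT) after 48 or 72 hr compound exposure of NIH 3T3 cells seeded at 400 cells/well in 1536-well format; quantitative HTS.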
GPT2 inh: Primary qHTS assay for inhibitors of Glutamate pyruvate transaminase 2 (GPT2); actives 0.25% (n = 100,000); Potency, µM (titrated, usually from 57.7 µM), inactives show top-dose activity change, negative = inhibition, actives largely listed as inhibitors; Recombinant GPT2, coupled pyruvate oxidase/HRP Amplex Red fluorescence; AID 1671188, 2021; Alanine aminotransferase 2 (Homo sapiens), Q8TD30; also: potency is read from the fitted curve at half-maximal effect; nearly all actives have a fitted effect of over 60% in size; many of its hits are not listed in these tables
Target sequence (Q8TD30 whole entry, looked up): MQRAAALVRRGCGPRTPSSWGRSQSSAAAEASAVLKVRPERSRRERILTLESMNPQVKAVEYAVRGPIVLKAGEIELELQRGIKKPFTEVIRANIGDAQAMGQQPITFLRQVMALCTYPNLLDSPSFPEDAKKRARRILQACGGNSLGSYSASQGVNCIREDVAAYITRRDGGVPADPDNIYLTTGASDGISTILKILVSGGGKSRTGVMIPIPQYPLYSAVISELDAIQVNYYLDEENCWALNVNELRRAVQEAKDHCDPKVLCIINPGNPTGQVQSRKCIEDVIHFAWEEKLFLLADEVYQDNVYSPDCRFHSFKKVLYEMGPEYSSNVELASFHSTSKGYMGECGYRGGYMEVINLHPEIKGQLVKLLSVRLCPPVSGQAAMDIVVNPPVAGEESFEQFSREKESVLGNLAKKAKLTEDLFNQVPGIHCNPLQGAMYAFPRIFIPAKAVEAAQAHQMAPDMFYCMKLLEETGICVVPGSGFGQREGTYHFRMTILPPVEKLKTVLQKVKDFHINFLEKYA
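Fluorescence of coupled pyruvate oxidase/HRP/Amplex Red system (50uM Amplex, 30 min, dark) reports pyruvate formed by GPT2. Enzyme reaction: 10ng/uL GPT2, 2mM L-alanine, 250uM a-KG, 30 min room temperature, pH 7.5; 50uM AOA control.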
HEK293 viab: GF-AFC viability counterscreen for inhibitors of alpha-synuclein gene (SNCA) expression | actives 0.12% (n = 150,000) | HEK-293-SNCA-luc viability, GF-AFC fluorescence, 24 h | Potency, µM (titrated, usually from 57.1 µM), for inactives: top-dose activity change, negative = cytotoxicity, usual class: cytotoxic | AID 1671193, 2021;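 also: potency is read from the fitted curve at half-maximal effect; 0% = DMSO-treated cells and -100% = medium-only wells without cells; nearly all actives have a fitted effect of over 30% in size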
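HEK-293-SNCA-luc cells (1500/well) plated 24 h, then exposed 24 h to a dilution series; GF-AFC added 30 min at 37C, fluorescence 405/540 nm; normalised to medium-only and DMSO wells, Hill fit.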
HEK293 tox: Cytotoxic Profiling in HEK 293 Cell Line of Diverse Libraries Using Quantitative High-Throughput Screening | HEK 293 viability, ATP luminescence (CellTiter-Glo), 48-72 h | Potency, µM (doses to about 115 µM), for the others: top-dose activity change, negative = cytotoxicity, usual class: inhibitors | actives 6.6% (n = 94,000); also: potency is read from the fitted curve at half-maximal effect; nearly all actives have a fitted effect of over 60% in size
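CellTiter-Glo luminescence (cellular ATP) was read after 48 or 72 hr of compound exposure at 37 degree Celsius. Cells were HEK 293 plated at 250 cells/well.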
SNCA expr inh: Primary qHTS assay for inhibitors of alpha-synuclein gene (SNCA) expression. Potency, µM (doses to about 57.2 µM), for the others: at the top dose activity change, negative = inhibition, actives largely listed as inhibitors. HEK-293 SNCA-luciferase knock-in, luminescence, 24 h. actives 0.17% (n = 140,000);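 also: potency is read from the fitted curve at half-maximal effect; plate controls were DMSO cells for no effect and cell-free wells for full effect; nearly all actives have a fitted effect of over 45% in size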
IP6K1 inh: Primary qHTS assay for small molecule inhibitors of Inositol hexaphosphate kinase 1 (IP6K1) | Inositol hexakisphosphate kinase 1 (Homo sapiens), Q92551 | IP6K1 kinase, ADP-Glo luminescence, 2 h; stronger effect = lower value | activity change, % (series mostly up to about 58 µM) | actives 0.81% (n = 140,000); in the data active = activity change below about -25%
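ADP-Glo luminescence measures ADP made by human IP6K1 during a 2 h RT reaction with ATP/IP6 (mix at 1.3 mM/130 uM); top library doses 57.5 and 19.1 uM final.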
Luciferase inh: Firefly luciferase inhibition profiling of diverse chemical library using quantitative high-throughput screening; Luciferin 4-monooxygenase (Photinus pyralis), P08659; purified P. pyralis luciferase, luminescence, biochemical; Potency, µM (doses to about 115 µM), inactives show at the highest dose activity change, negative = inhibition, hits mostly inhibitors; actives 2.5% (n = 76,000); also: potency is read from the fitted curve at half-maximal effect; nearly all actives have a fitted effect of over 65% in size
Target sequence (P08659 whole entry, looked up): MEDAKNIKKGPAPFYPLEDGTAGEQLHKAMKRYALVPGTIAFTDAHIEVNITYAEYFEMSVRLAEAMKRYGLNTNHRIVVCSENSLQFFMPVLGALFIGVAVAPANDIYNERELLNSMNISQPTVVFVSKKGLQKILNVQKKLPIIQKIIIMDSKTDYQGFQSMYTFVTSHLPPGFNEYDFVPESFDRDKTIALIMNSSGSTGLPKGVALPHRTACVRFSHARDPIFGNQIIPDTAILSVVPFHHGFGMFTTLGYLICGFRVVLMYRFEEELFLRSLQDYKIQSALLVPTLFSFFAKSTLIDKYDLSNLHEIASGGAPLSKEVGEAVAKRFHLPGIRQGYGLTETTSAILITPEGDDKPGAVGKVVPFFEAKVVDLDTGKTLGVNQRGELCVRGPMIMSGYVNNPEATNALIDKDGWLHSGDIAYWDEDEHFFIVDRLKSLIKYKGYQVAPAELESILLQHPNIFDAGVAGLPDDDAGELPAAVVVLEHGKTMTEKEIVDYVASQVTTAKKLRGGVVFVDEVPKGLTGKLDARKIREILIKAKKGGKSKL
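Biochemical qHTS: compound (6-point titration) added to 10uM D-luciferin plus 10uM ATP in Tris acetate pH 7.5 buffer with Mg, Tween-20 and BSA, then purified enzyme at 10nM; light output imaged.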
Active calls of the source: *; i = inactive; ? = inconclusive; nt = not tested or not shown; [ ] = another dose, or the depositor's remark. Unless noted, calls follow the shape of the dose curve; as a rule, active = well fitted curve in the direction sought with a large enough effect; inconclusive = small, poorly fitted or top-dose-only effect, or another doubt; inactive = no such curve, though single readings can be large; an effect the other way counts as inactive or inconclusive. Unless noted, % is scaled to controls: 0 for no effect and ±100 for the full control effect.

Compound | NIH3T3 tox | GPT2 inh | HEK293 viab | HEK293 tox | SNCA expr inh | IP6K1 inh | Luciferase inh
CC(C)CN(C)C(=O)c1cc(-c2cnn(C(C)C)c2)nc2cc(F)ccc12 | ? | -3% | ? | -29% | ? | -5 | ?
NC(=O)c1ccc(F)c2c1C[C@@H](N(C1CCC1)C1CCC1)CO2 | nt | i | 10% | nt | nt | 7 | nt
Cc1ccccc1C(=O)N1CCCC(c2nn(-c3ccc(Cl)cc3)c(=O)[nH]2)C1 (centres undefined) | ? | 4% | -12% | ? | ? | 11 | -7%
Oc1ccc(-c2nc(C3CC3)nc3c2CCN(Cc2cccc4ccccc24)CC3)cc1 | ? | -10% | 0% | 18µM* | -1% | 3 | 5%
Cc1cc(NC(=O)CN2C(=O)CSc3ccc(S(=O)(=O)N(C)C)cc32)ccc1Br | nt | nt | -14% | nt | ? | 5 | nt
CNc1nc(C(=O)N2CCC3(CCCN(CCOC)C3=O)C2)cs1 (centres undefined) | i | i | -1% | i | -23% | -2 | -6%
Cc1ccc(-c2cnc(C3CC3)o2)cc1S(=O)(=O)Nc1cccc(C#N)c1 | nt | nt | -7% | nt | -24% | -16 | nt
Clc1ccc(Cn2c(Cc3ccccc3)nc3ccccc32)cc1 | nt | ? | ? | nt | nt | -9 | nt
Cc1ccc2cccc(NC(=O)c3ccc(-c4cc(Cl)ccc4Cl)o3)c2n1 | nt | nt | -13% | nt | -7% | 1 | nt
C[C@]1(O)CCN(C(=O)c2cc(-c3ccsc3)n[nH]2)C[C@@H]1O | i | i | 8% | 3% | 58%[activator] | 15 | -19%
Cc1ccc(S(=O)(=O)Cc2noc([C@@H]3C[C@@H](O)CN3Cc3cccnc3)n2)cc1 | -3%[174 µM] | i | 6%[87.6 µM] | -9%[172 µM] | -6%[87.6 µM] | 10 | 0%[172 µM]
Cn1cc(CCC(=O)N[C@@H]2CCOC[C@H]2Oc2ccc(C(=O)O)cc2)cn1 | -2% | -4% | -4% | -4% | 20% | 7 | 0%
C[N+](C)(C)CC[N+]1(C)Cc2c(Cl)c(Cl)c(Cl)c(Cl)c2C1 | nt | i | -25%[23.9 µM] | nt | -18%[25.6 µM] | -15 | nt
CCCOc1ccc(C2c3c(-c4ccccc4O)n[nH]c3C(=O)N2Cc2ccncc2)cc1OCC (centres undefined) | nt | nt | -3% | nt | 8% | 26 | nt
COc1ccc(-n2c(=O)c3c4c(sc3n(Cc3ccc(F)cc3)c2=O)CN(C(C)=O)CC4)c(OC)c1 | nt | nt | -6% | nt | ? | 21 | nt
Cc1cccc(Cl)c1CNC(=O)c1c(C)noc1-c1ccccc1Cl | ? | -13% | -1% | ? | 5% | 1 | -10%
CCCc1ncncc1C(=O)N(CCO)Cc1nccn1C | -1% | -11%[11.5 µM] | -5% | ? | -27% | 24 | 1%
CC(C)C(=O)NC1CCN(c2cnn(C)c(=O)c2)CC1 | i | i | 10% | i | 38%[activator] | 4 | 7%
O=S(=O)(NCC(c1ccco1)S(=O)(=O)c1cccs1)c1ccccc1 (centres undefined) | nt | nt | 2% | nt | -7% | -2 | nt
CCOCCCNC(=O)c1c(OCC)cc(=O)n2c1CCCCC2 | -9% | i | 4% | 0% | 1% | 0 | -5%
COc1nc2nc(CCc3ccccc3)n(C)c2cc1-c1ccncc1 | ? | -2%[88.5 µM] | -14%[87.6 µM] | ? | 46%[activator][87.6 µM] | 15 | ?
CC1=NS(=O)(=O)N(C)C=C1C(=O)OCc1nc(-c2cccc(Cl)c2)no1 | -19% | i | 1% | ? | -12% | -5 | -9%
COC1CN(C2CCN(C(=O)c3cnccn3)CC2)C12CCOCC2 (centres undefined) | -10% | i | -1% | -3% | -10% | 23 | 4%
CCNc1ncc(C(=O)N[C@H](C2CCNCC2)C2CC(O)C2)cn1 (some centres undefined) | i | -4% | -3% | 4% | -2% | 7 | -6%
CCOC(=O)c1[nH]c2ccccc2c1NC(=O)c1cc(OC)cc(OC)c1 | nt | nt | -1% | nt | -7% | -1 | nt
CC(=O)/C=C/[C@H]1[C@](C)(O)[C@@H](O)[C@H](OC(C)=O)C2C(C)(C)CCC[C@@]21C (some centres undefined) | nt | i | 19% | nt | nt | 7 | nt
CCCC(C)N1CC2(CCN(C(=O)c3ccc(C(C)=O)s3)CC2)OC1=O (centres undefined) | -11% | 2% | 0% | -16% | -6% | 5 | -7%
COc1ccc2cc(C(=O)N3CC(N(Cc4cccnc4)S(C)(=O)=O)C3)[nH]c2c1 | -22% | 3% | 0% | ? | -10% | 16 | 1%
O=C1NCCCCCCN(CC2CCCCC2)[C@H]2CCC[C@@H]12 | -26% | 5% | -6% | ? | -6% | 15 | -1%
CN1CCN(C(=O)C2CCCN(c3ccnc4ccnn34)C2)CC1 (centres undefined) | -24% | 0% | 4% | -5% | 2% | 17 | nt
CN1CCCC2(CCN(c3ccc(C#N)cn3)C2)C1=O (centres undefined) | -3% | -23% | 2% | i | -15% | 9 | 0%
CCOC(=O)c1ccc(CN(Cc2ccccc2)S(=O)(=O)c2ccc(Cl)cc2)cc1 | nt | nt | 9% | nt | 4% | 6 | nt
Cc1ccc(CN2C(=O)CC(c3ccc(Cl)cc3)c3c(C)nn(-c4nc(C)cc(C)n4)c32)cc1 (centres undefined) | nt | nt | ? | nt | -10% | -1 | nt
COc1ccc(NC(=O)CSc2c3c(nc4ccccc24)CCC3)cc1Cl | nt | nt | 16% | nt | -14% | 11 | nt
Cc1cc(C)cc(NC(=O)Cn2nnc(C(=O)NCc3ccccc3Cl)c2N)c1 | nt | nt | -3% | nt | ? | -8 | nt
CN(C)c1cc(N2CCCC(NC(=O)c3ccco3)C2)ncn1 (centres undefined) | -17% | -21% | 13% | -7% | 18% | 4 | -12%
Cc1ccc(-n2ncc(C(=O)Nc3ccc4c(c3)OCCO4)c2C2CCN(C(=O)OC(C)(C)C)CC2)cc1 | nt | nt | ? | nt | -47% | -26* | nt
COc1cc(NC(=O)c2cc(-c3cccs3)on2)c(OC)cc1Cl | nt | nt | -3% | nt | -3% | -14 | nt
COc1ccc(C2Cn3nnc(-c4noc(C5(c6ccccc6)CC5)n4)c3CO2)cc1 (centres undefined) | 2% | i | 3% | 0% | 3% | -8 | 9%
Cc1ccc(NC(=O)CCC(=O)N2CCSc3ccccc32)cc1 | nt | nt | 12% | nt | 24% | 11 | nt
O=C1NC2(CCN(C(=O)c3ccccc3F)C2)N=C1c1ccccn1 (centres undefined) | i | 3%[88.5 µM] | 7%[87.6 µM] | i | ? | -8 | 1%[172 µM]
O=C1COc2ccc(-c3ccc4c(c3)OCO4)nc2CN1Cc1ccc(F)cc1 | ? | -20%[88.5 µM] | -9%[87.6 µM] | 56µM* | -5%[87.6 µM] | -1 | 11%[172 µM]
COc1ccc(C(=O)N2CCC3(CC2)NC(=O)N(Cc2ccc(C)cc2)C3=O)cc1OC | 0% | -9% | -5% | 0% | -13% | 0 | 10%
CCNC(=O)N1CCCC1c1noc(COc2ccc(F)cc2)n1 (centres undefined) | i | i | -5% | -1% | 11% | -11 | 0%
CCOc1ccc(C(=O)N2CCC(c3ccncc3)CC2)cc1 | nt | nt | -15% | nt | -3% | 8 | nt
COc1ccc(Cn2c(C(=O)O)c(CNCc3ccc(OC)cc3OC)c3ccc(C)cc32)cc1 | nt | nt | ? | nt | 8% | 1 | nt
CCN(CC)C(=O)[C@@H]1CCC[C@@H](NC2CCC2)CN(C)C(=O)C1 | -1%[138 µM] | i | 3%[87.6 µM] | 3%[172 µM] | -3%[87.6 µM] | 3 | 5%[172 µM]
N#Cc1cc2c(=O)n3ccccc3nc2n(-c2nnc(SCc3ccccc3)s2)c1=O | nt | nt | 12% | nt | 9% | 25 | nt

Next section, overlapping the part above by 2 compounds.
Compound | NIH3T3 tox | GPT2 inh | HEK293 viab | HEK293 tox | SNCA expr inh | IP6K1 inh | Luciferase inh
CCN(CC)C(=O)[C@@H]1CCC[C@@H](NC2CCC2)CN(C)C(=O)C1 | -1%[138 µM] | i | 3%[87.6 µM] | 3%[172 µM] | -3%[87.6 µM] | 3 | 5%[172 µM]
N#Cc1cc2c(=O)n3ccccc3nc2n(-c2nnc(SCc3ccccc3)s2)c1=O | nt | nt | 12% | nt | 9% | 25 | nt
O=C(NCc1cccnc1)C1CCN(c2ccnc3ccnn23)CC1 | ? | -3%[88.5 µM] | 1%[87.6 µM] | ? | -7%[87.6 µM] | -8 | nt
COCCc1noc(CC2CCOC3(CCN(C(=O)NC(C)(C)C)CC3)C2)n1 (centres undefined) | 4% | i | -7% | -3% | 6% | -2 | 2%
C/C(CO)=C1/CCC23COC(C2)C(O)(C(=O)O)CCC13 (centres undefined) | nt | 3% | 0% | nt | nt | 2 | nt
COc1ccc(CN2CCc3oc(C)c(C(=O)NC4CCN(C)CC4)c3C2)cc1 | -13% | i | -6% | ? | 13% | -18 | 7%
Cc1ccccc1Nc1c(-c2cccs2)nc2cccc(C)n12 | nt | nt | -12% | nt | -9% | 46 | nt
CC(C)Nc1ccc2nnc(-c3ccccn3)n2n1 | -27%[174 µM] | 3%[88.5 µM] | -3%[87.6 µM] | ? | 71%[activator][87.6 µM] | 13 | 12%[230 µM]
Cc1cc(C(=O)N2CCC(Cc3ccc(C(N)=O)cc3)CC2)nn1C | -14% | i | -41% | 1% | -21% | -5 | 5%
COCCOCC(=O)N1CCC2(CC1)C(OC)C(=O)N2c1cccc(F)c1 (centres undefined) | ? | 2% | 3% | -10% | -15% | -3 | nt
CC(C)(Oc1nn(CCN2CCOCC2)c2ccccc12)C(=O)NCc1ccccc1 | -12%[138 µM] | -16%[88.5 µM] | 2%[87.6 µM] | ? | -20%[87.6 µM] | -4 | -6%[172 µM]
CCCc1nc2ccccc2n2c(-c3ccc(C)cc3)c3c(=O)n(C)c(=O)n(C)c3c12 | nt | nt | 8% | nt | 40%[activator] | -12 | nt
O=C(NCCn1cccn1)C1CCC(=O)N(C2CCCCCC2)C1 (centres undefined) | -6% | i | -12% | -9% | -3% | -1 | -8%
O=C(C1CCc2nnc(-c3ccc(Cl)nc3)n21)N1CCOCC1 (centres undefined) | -13% | i | -5% | i | 36%[activator] | -3 | nt
COc1ccc(-c2noc(C(=O)O)c2[C@H](C)O)cc1 | i | -10%[88.5 µM] | 2%[87.6 µM] | 4%[230 µM] | 19%[87.6 µM] | -2 | 10%[230 µM]
O=C(Nc1nc2ccc([N+](=O)[O-])cc2s1)C1CCCCC1 | nt | 5% | -33% | nt | nt | -9 | nt

Rows were taken by chance. Share with any hit: about 7.7%.
